Screening results (PubChem BioAssay)
dFosB activator: enhances mouse delta FosB homodimer DNA binding | P13346 | purified delta FosB, TAMRA-CDK5 oligo fluorescence polarization; percent of positive-control signal above neutral wells | activation, % at 25 µM | actives 0.99% (n = 340,000) | AID 493131;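 active means mean activation above about 17%, with every replicate also reaching it, limit read from the data, passing the limit was not always enough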;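 further: fluorescence polarization rise as delta FosB binds a TAMRA Cdk5 AP-1 oligo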
Target sequence (P13346 whole entry, looked up): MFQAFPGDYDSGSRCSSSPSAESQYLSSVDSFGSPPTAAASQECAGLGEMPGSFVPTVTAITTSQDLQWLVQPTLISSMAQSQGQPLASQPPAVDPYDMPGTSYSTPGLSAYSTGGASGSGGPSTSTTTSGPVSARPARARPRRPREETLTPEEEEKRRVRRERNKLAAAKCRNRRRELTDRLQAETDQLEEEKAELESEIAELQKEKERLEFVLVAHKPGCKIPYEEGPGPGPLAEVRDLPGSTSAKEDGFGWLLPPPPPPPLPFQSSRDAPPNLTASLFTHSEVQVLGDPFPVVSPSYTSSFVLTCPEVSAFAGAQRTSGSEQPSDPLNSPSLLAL
Mot1-301 SUMO: SUMOylation pathway inhibition by Mot1-301 growth rescue | S. cerevisiae Mot1-301 growth rescue, ATP luminescence, 38.5C; percent above DMSO median, 100 means doubled | growth rescue, % at 18.8 µM | actives 1% (n = 320,000);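 active means every valid replicate shows activation above 250% relative to neutral control wells; inactive means the rest, any valid replicate at or below 250%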;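 further: OY570 slx delta 5 strain wells were the positive control but not used for scaling; some compounds called inactive have numbers as strong as hits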
CDK5 p35 inh: inhibitors of human CDK5/p35 kinase. Q00535+Q15078. Recombinant CDK5/p35, ADP-Glo luminescence, 60 min. inhibition, % at 10 µM. actives 0.01% (n = 330,000). AID 488839;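 active means highest replicate inhibition of at least 50% and at least 75% of replicates reaching 50%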;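 further: plate controls were DMSO neutral control for no effect and GW8510 at 10 µM for full effect; many of its hits are not listed in these tables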
Target sequence (Q00535 whole entry, looked up): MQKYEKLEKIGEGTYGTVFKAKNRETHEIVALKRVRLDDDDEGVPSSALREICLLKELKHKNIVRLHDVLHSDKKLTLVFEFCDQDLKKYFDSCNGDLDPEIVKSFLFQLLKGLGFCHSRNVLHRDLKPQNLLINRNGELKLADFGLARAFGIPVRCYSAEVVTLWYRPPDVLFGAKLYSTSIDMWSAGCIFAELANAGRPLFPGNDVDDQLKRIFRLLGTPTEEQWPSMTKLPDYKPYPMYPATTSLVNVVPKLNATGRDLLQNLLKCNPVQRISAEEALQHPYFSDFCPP
Target sequence (Q15078 whole entry, looked up): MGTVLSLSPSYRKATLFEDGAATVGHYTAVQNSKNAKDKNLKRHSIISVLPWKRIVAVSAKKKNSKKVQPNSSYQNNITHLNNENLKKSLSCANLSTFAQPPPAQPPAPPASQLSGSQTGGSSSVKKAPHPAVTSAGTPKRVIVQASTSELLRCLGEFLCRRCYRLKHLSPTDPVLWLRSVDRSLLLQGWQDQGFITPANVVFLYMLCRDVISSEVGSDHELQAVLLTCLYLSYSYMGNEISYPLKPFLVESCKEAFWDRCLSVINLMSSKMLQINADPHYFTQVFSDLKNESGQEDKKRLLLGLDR
LANA DNA inh: blocks KSHV LANA C-terminal domain binding to DNA; actives 0.078% (n = 340,000); MBP-C-LANA/FAM-LBS DNA binding, fluorescence polarization; inhibition, % at 9 µM;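 active means highest replicate inhibition at or above 60% at 9 µM, even if other replicates fall short; inactive means all replicates below 60% inhibition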;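 further: 0% = neutral control wells and 100% = 4 µM acridine orange control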
Keap1 Nrf2 FP: inhibitors of human Keap1-Nrf2 protein-protein interaction | actives 0.15% (n = 340,000) | Keap1 Kelch-Nrf2 peptide fluorescence polarization, 1536-well | inhibition, % at 9.4 µM | AID 504523 | Q14145; in the data active means inhibition above about 12%;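 further: human Keap1 Kelch domain with fluorescein labeled Nrf2 9mer peptide probe; 0% = neutral control wells and 100% = peptide positive control; higher means more block of Keap1 binding to Nrf2 peptide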
cardiac RTF act: increases calcium sensitivity of human cardiac regulated thin filaments. P19429+P45379. IANBD-labeled TnC RTF fluorescence at EC20 calcium; 0% EC20 calcium, 100% full calcium. activation, % at 7.2 µM. actives 0.24% (n = 340,000). AID 493008;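 active means activation above the mean over all tested compounds plus 3 SD, cut at about 30% in these data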;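 further: rise in fluorescence read as greater calcium sensitivity of cardiac thin filaments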
PfHsp90 set2: inhibits growth of yeast expressing Plasmodium falciparum Hsp90. actives 0.32% (n = 310,000). S. cerevisiae expressing PfHsp90, BacTiter-Glo ATP, 48 h; yeast lacking PDR1 and PDR3 efflux regulators. inhibition, % at 9.4 µM;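 active means every replicate shows inhibition above about 80%, whatever the replicate mean, limit read from the data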;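 further: 0% = DMSO neutral controls and 100% = 20 µM radicicol positive controls; yeast relying on Plasmodium falciparum Hsp90 in place of its own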
RTF Ca sens inh: cardiac RTF calcium desensitization. P19429+P45379. actives 0.12% (n = 340,000). IANBD-labeled cardiac RTF, Ca2+ fluorescence. inhibition, % at 7.15 µM;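 active means inhibition above the mean inhibition of all tested compounds plus 3 SD, cut at about 17% in these data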;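 further: assay run at fixed EC70 calcium of 1.6 mM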
PvdQ acylase: blocks Pseudomonas aeruginosa PvdQ acylase activity; inhibition, % at 10 µM; purified PvdQ acylase, fluorescence plate reader; actives 0.063% (n = 340,000); in the data active means inhibition above about 30%, passing the limit was not always enough;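 further: 0% = vehicle neutral wells and 100% = reference inhibitor wells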
NSD2 inh: NSD2 (human) methyltransferase inhibition. O96028. NSD2 peptide methylation, AlphaScreen, 120 min. inhibition, % at 12.5 µM. AID 743445. actives 0.54% (n = 310,000); in the data active means inhibition above about 50%
Rtt109 Vps75: blocks Candida albicans Rtt109/Vps75 acetyltransferase activity. AID 540336. purified Rtt109/Vps75, ThioGlo CoA-SH fluorescence, 4 h. inhibition, % at 34.9 µM. actives 0.16% (n = 330,000);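 active means inhibition of at least 50% in every replicate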
* hit, by the source's call.

How did Oc1[nH]c2ccccc2c1N=Nc1ccc(F)cc1 do in these assays?
dFosB activator: -1; Mot1-301 SUMO: 22; CDK5 p35 inh: -1.5; LANA DNA inh: 3.5; Keap1 Nrf2 FP: 4; cardiac RTF act: 34*; PfHsp90 set2: -17; RTF Ca sens inh: -75; PvdQ acylase: -8; NSD2 inh: 0; Rtt109 Vps75: -6

How did COc1nccnc1NS(=O)(=O)c1ccc(N=Cc2c(C)[nH]n(-c3ccccc3)c2=O)cc1 do in these assays?
dFosB activator: -6; Mot1-301 SUMO: -5; CDK5 p35 inh: -1.2; LANA DNA inh: -0.6; Keap1 Nrf2 FP: -5; cardiac RTF act: 5; PfHsp90 set2: 13; RTF Ca sens inh: -15; PvdQ acylase: 1; NSD2 inh: 6; Rtt109 Vps75: -4

Results for NC(=O)CC(c1ccccc1)c1ccc2c(c1)OCO2 (configuration not stated) ?
dFosB activator: -5; Mot1-301 SUMO: -9; CDK5 p35 inh: -0.9; LANA DNA inh: -0.6; Keap1 Nrf2 FP: 0; cardiac RTF act: 1; PfHsp90 set2: -16; RTF Ca sens inh: -3; PvdQ acylase: -5; NSD2 inh: -2; Rtt109 Vps75: -3

Results for CC(C)(C)NC(=O)c1ccc2c(c1)C(=O)N(C1CCCCC1)C2=O ?
dFosB activator: -7; Mot1-301 SUMO: 4; CDK5 p35 inh: -0.3; LANA DNA inh: 1.0; Keap1 Nrf2 FP: -4; cardiac RTF act: -5; RTF Ca sens inh: 1; PvdQ acylase: 9; NSD2 inh: -1; Rtt109 Vps75: 3

What do the screens show for `N#Cc1ccc(Nc2nc(-c3ccc(O)cc3O)cs2)cc1C(F)(F)F`?
dFosB activator: 3; Mot1-301 SUMO: 5; CDK5 p35 inh: 1.3; LANA DNA inh: 1.4; Keap1 Nrf2 FP: -6; cardiac RTF act: 9; PfHsp90 set2: -72; RTF Ca sens inh: 7; PvdQ acylase: 1; Rtt109 Vps75: 5

How did COc1ccc(C(=O)O)nc1C do in these assays?
dFosB activator: -5; Mot1-301 SUMO: -19; CDK5 p35 inh: 0.2; LANA DNA inh: -1.4; Keap1 Nrf2 FP: 4; cardiac RTF act: 4; PfHsp90 set2: 5; RTF Ca sens inh: -7; PvdQ acylase: -12; NSD2 inh: -4; Rtt109 Vps75: 3

How did Cc1ccccc1S(=O)(=O)N1[C@@H](c2ccccc2)C(C(=O)O)=CC[C@H]1c1ccc(Cl)cc1 do in these assays?
dFosB activator: -7; Mot1-301 SUMO: 26; CDK5 p35 inh: -0.3; LANA DNA inh: 0.4; Keap1 Nrf2 FP: -5; cardiac RTF act: -2; PfHsp90 set2: 2; RTF Ca sens inh: 5; PvdQ acylase: -8; Rtt109 Vps75: 14

Results for COc1ccccc1C(=O)Nc1nc(-c2ccc3c(c2)OCCO3)cs1 ?
dFosB activator: -3; Mot1-301 SUMO: 13; CDK5 p35 inh: 0.3; LANA DNA inh: -0.4; Keap1 Nrf2 FP: 0; cardiac RTF act: -1; PfHsp90 set2: -13; RTF Ca sens inh: -9; PvdQ acylase: 5; Rtt109 Vps75: -1

Results for CCCNC(=O)NS(=O)(=O)c1cnccc1Sc1ccc(Cl)c(Cl)c1 ?
dFosB activator: 0; Mot1-301 SUMO: 102; CDK5 p35 inh: -1.4; LANA DNA inh: 1.3; Keap1 Nrf2 FP: -1; cardiac RTF act: -3; PfHsp90 set2: 0; RTF Ca sens inh: -3; PvdQ acylase: -17; NSD2 inh: -1; Rtt109 Vps75: -9

Results for Cc1ccccc1NC(=O)c1ccccc1NC(=O)c1cccs1 ?
dFosB activator: -5; Mot1-301 SUMO: -6; CDK5 p35 inh: -1.0; LANA DNA inh: 1.7; Keap1 Nrf2 FP: 0; cardiac RTF act: 5; PfHsp90 set2: 1; RTF Ca sens inh: -15; PvdQ acylase: -9; NSD2 inh: -2; Rtt109 Vps75: 6

What do the screens show for `CCc1nnc(NC(=O)c2ccc(S(=O)(=O)N3CCOCC3)cc2)s1`?
dFosB activator: 2; Mot1-301 SUMO: -13; CDK5 p35 inh: -0.9; LANA DNA inh: 0.4; Keap1 Nrf2 FP: -4; cardiac RTF act: 8; PfHsp90 set2: 0; RTF Ca sens inh: -7; PvdQ acylase: -8; Rtt109 Vps75: 3

What do the screens show for `O=C(/C=C/c1ccco1)N1CCN(S(=O)(=O)/C=C/c2ccccc2)CC1`?
dFosB activator: -23; Mot1-301 SUMO: -10; CDK5 p35 inh: -0.8; LANA DNA inh: -0.6; Keap1 Nrf2 FP: -7; cardiac RTF act: 6; PfHsp90 set2: -14; RTF Ca sens inh: 2; PvdQ acylase: -3; NSD2 inh: -5; Rtt109 Vps75: -13

Results for CCc1ccccc1NC(=S)NCC1CCN(c2ccc(OC)cc2)C1 (configuration not stated) ?
dFosB activator: -6; Mot1-301 SUMO: -2; CDK5 p35 inh: 0.6; LANA DNA inh: -3.1; Keap1 Nrf2 FP: -3; cardiac RTF act: 0; PfHsp90 set2: 7; RTF Ca sens inh: -7; PvdQ acylase: -11; NSD2 inh: 4; Rtt109 Vps75: 7

How did CCCN(CC(=O)Nc1ccccc1OC)C(=O)c1ccc(S(=O)(=O)Nc2ccccc2OC)cc1 do in these assays?
dFosB activator: -18; CDK5 p35 inh: -3.3; LANA DNA inh: -2.5; Keap1 Nrf2 FP: -4; cardiac RTF act: -1; PfHsp90 set2: 42; RTF Ca sens inh: -3; PvdQ acylase: -7; NSD2 inh: -1; Rtt109 Vps75: 5

How did CCC1CCCCN1C(=O)CSc1nnc(-c2ccco2)o1 (configuration not stated) do in these assays?
dFosB activator: -11; Mot1-301 SUMO: 10; CDK5 p35 inh: -0.2; LANA DNA inh: 1.7; Keap1 Nrf2 FP: -7; cardiac RTF act: 0; PfHsp90 set2: 3; RTF Ca sens inh: -11; PvdQ acylase: -11; NSD2 inh: -1; Rtt109 Vps75: 4

Results for Clc1ccc(C=NN2CCCCCC2)cc1 ?
dFosB activator: 5; CDK5 p35 inh: -0.1; LANA DNA inh: 0.7; Keap1 Nrf2 FP: 0; cardiac RTF act: 6; RTF Ca sens inh: -1; PvdQ acylase: -9; NSD2 inh: -1; Rtt109 Vps75: 6

Results for O=C(Cc1coc2cc3c(cc12)CCC3)NCC1(N2CCCCC2)CCCCC1 ?
dFosB activator: -1; Mot1-301 SUMO: 7; CDK5 p35 inh: -1.7; LANA DNA inh: -0.9; Keap1 Nrf2 FP: -1; cardiac RTF act: -6; PfHsp90 set2: -3; RTF Ca sens inh: -2; PvdQ acylase: 4; NSD2 inh: 2

Results for CCc1ccc(NC(=S)Nc2ccc3[nH]c(=O)[nH]c3c2)cc1 ?
dFosB activator: -1; Mot1-301 SUMO: 252; CDK5 p35 inh: 6.5; LANA DNA inh: 0.6; Keap1 Nrf2 FP: -7; cardiac RTF act: 3; PfHsp90 set2: -1; RTF Ca sens inh: -15; PvdQ acylase: 6; NSD2 inh: 18; Rtt109 Vps75: 16

How did COc1ccc(C(=O)N[C@H](C(=O)NCC2CCCCC2)C(C)C)cc1 do in these assays?
dFosB activator: -10; Mot1-301 SUMO: 10; CDK5 p35 inh: 1.4; LANA DNA inh: -0.1; Keap1 Nrf2 FP: -2; cardiac RTF act: 3; PfHsp90 set2: -8; RTF Ca sens inh: 1; PvdQ acylase: -12; NSD2 inh: -3; Rtt109 Vps75: -5

How did COc1ccccc1C(=O)Oc1ccc2ccc(=O)oc2c1 do in these assays?
dFosB activator: -15; Mot1-301 SUMO: 8; CDK5 p35 inh: 1.4; LANA DNA inh: 0.3; Keap1 Nrf2 FP: 5; cardiac RTF act: -2; PfHsp90 set2: 14; RTF Ca sens inh: -5; PvdQ acylase: 20; NSD2 inh: 6; Rtt109 Vps75: -44

Already shown: entries from further up.
How did CCCN(CC(=O)Nc1ccccc1OC)C(=O)c1ccc(S(=O)(=O)Nc2ccccc2OC)cc1 do in these assays?
dFosB activator: -18; CDK5 p35 inh: -3.3; LANA DNA inh: -2.5; Keap1 Nrf2 FP: -4; cardiac RTF act: -1; PfHsp90 set2: 42; RTF Ca sens inh: -3; PvdQ acylase: -7; NSD2 inh: -1; Rtt109 Vps75: 5

How did CCC1CCCCN1C(=O)CSc1nnc(-c2ccco2)o1 (configuration not stated) do in these assays?
dFosB activator: -11; Mot1-301 SUMO: 10; CDK5 p35 inh: -0.2; LANA DNA inh: 1.7; Keap1 Nrf2 FP: -7; cardiac RTF act: 0; PfHsp90 set2: 3; RTF Ca sens inh: -11; PvdQ acylase: -11; NSD2 inh: -1; Rtt109 Vps75: 4

Results for Clc1ccc(C=NN2CCCCCC2)cc1 ?
dFosB activator: 5; CDK5 p35 inh: -0.1; LANA DNA inh: 0.7; Keap1 Nrf2 FP: 0; cardiac RTF act: 6; RTF Ca sens inh: -1; PvdQ acylase: -9; NSD2 inh: -1; Rtt109 Vps75: 6

Results for O=C(Cc1coc2cc3c(cc12)CCC3)NCC1(N2CCCCC2)CCCCC1 ?
dFosB activator: -1; Mot1-301 SUMO: 7; CDK5 p35 inh: -1.7; LANA DNA inh: -0.9; Keap1 Nrf2 FP: -1; cardiac RTF act: -6; PfHsp90 set2: -3; RTF Ca sens inh: -2; PvdQ acylase: 4; NSD2 inh: 2

Next part
What do the screens show for `CC1(c2ccccc2)NC(=O)N(Cc2ccc([N+](=O)[O-])cc2)C1=O` (configuration not stated)?
dFosB activator: 0; Mot1-301 SUMO: -6; CDK5 p35 inh: 0.0; LANA DNA inh: -0.2; Keap1 Nrf2 FP: -3; cardiac RTF act: 5; PfHsp90 set2: 28; RTF Ca sens inh: 8; PvdQ acylase: -7; NSD2 inh: 8; Rtt109 Vps75: 8

How did CN(C)c1ccc(NC(=O)Nc2cccc(Cl)c2)cc1 do in these assays?
dFosB activator: -6; Mot1-301 SUMO: 10; CDK5 p35 inh: -0.7; LANA DNA inh: -0.1; Keap1 Nrf2 FP: -6; cardiac RTF act: 3; PfHsp90 set2: 7; RTF Ca sens inh: -1; PvdQ acylase: -14; NSD2 inh: 7; Rtt109 Vps75: 0

Results for O=C(CN1C(=O)NC2(CCCC2)C1=O)Oc1ccc2ccc(=O)oc2c1 ?
dFosB activator: 0; Mot1-301 SUMO: -9; CDK5 p35 inh: -0.8; LANA DNA inh: 0.4; Keap1 Nrf2 FP: -31; cardiac RTF act: 1; RTF Ca sens inh: -1; PvdQ acylase: -15; NSD2 inh: -3; Rtt109 Vps75: inactive

Results for CCOC(=O)c1cnn2cc(-c3[nH]ncc3[N+](=O)[O-])cnc12 ?
dFosB activator: 5; Mot1-301 SUMO: -5; CDK5 p35 inh: -1.0; LANA DNA inh: -0.6; Keap1 Nrf2 FP: -1; cardiac RTF act: 1; PfHsp90 set2: 3; RTF Ca sens inh: 15; PvdQ acylase: -60; NSD2 inh: 0; Rtt109 Vps75: 24
